Arrestin-AP2 inh – inhibitors of human beta-arrestin and AP2 interaction; FITC-arrestin peptide / GST-AP2 beads, flow cytometry; AP2 beta2 appendage carries R879A mutation; inhibition, % at 10 µM; 340,000 tested, 0.31% active;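 active means inhibition above a set limit, near 3 SD of compounds lacking own fluorescence, cut at about 54% in these data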;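 further: plate controls were DMSO wells for no effect and 5 µM unlabelled arrestin peptide for full effect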
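System: GST-AP2 R879A glutathione beads. Medium: PBS with 0.05% Tween 20 and 0.1% BSA. Also added: FITC-arrestin peptide, 50 nM. Incubation: 12 min plus 1 h, RT. Measured by: high-throughput flow cytometry of beads, ex 488, em 535 nm. Evaluation: percent drop in bead-associated FITC signal.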
NSD2 inh – blocks human histone methyltransferase NSD2 | O96028 | NSD2 peptide methylation, AlphaScreen, 120 min | inhibition, % at 12.5 µM | 310,000 tested, 0.54% active | AID 743445; in the data active means inhibition above about 50%
DAGLB inh – blocks human DAGLB lipase activity; Q8NCG7; HEK293T DAGLB membrane lysate, EnzChek fluorogenic substrate; inhibition, % at 5.17 µM; 340,000 tested, 0.059% active; AID 504411; in the data active means inhibition above about 34%;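 further: 0% = enzyme with vehicle and 100% = wells lacking enzyme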
C-LANA FP – blocks KSHV LANA C-terminal domain binding to DNA. 340,000 tested, 0.078% active. inhibition, % at 9 µM. MBP-C-LANA/FAM-LBS DNA binding, fluorescence polarization;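 active means highest replicate inhibition at or above 60% at 9 µM, even if other replicates fall short; inactive means all replicates below 60% inhibition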;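 further: 0% = neutral control wells and 100% = 4 µM acridine orange control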
SR-BI uptake up – enhances SR-BI lipid uptake from DiI-HDL. CHO ldlA[mSR-BI] cells, DiI-HDL uptake fluorescence, 3 h; 100 = double the neutral-control signal. activation, % at 12.5 µM. 320,000 tested, 0.096% active. AID 504775;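 active means mean replicate activation of at least 60% and every replicate at or above 60%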;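 further: 0% = median plate neutral-control signal and 100% = twice that signal; values of inactives mirror those of a sister screen read the other way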
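system = CHO ldlA[mSR-BI] cells, LDL receptor-null, SR-BI overexpressing | medium = Ham's F12 with 0.5% BSA, HEPES 25 mM, pH 7.4 | probe or stimulus = DiI-HDL 10 µg/mL | compound dosing = single-point compound dose | incubation = compound exposure 3 h, 37 °C | technique = DiI fluorescence, bottom read | read-out = cell-associated DiI fluorescence as measure of HDL uptake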
Keap1 Nrf2 FP – inhibitors of human Keap1-Nrf2 protein-protein interaction; Q14145; Keap1 Kelch-Nrf2 peptide fluorescence polarization, 1536-well; inhibition, % at 9.4 µM; 340,000 tested, 0.15% active; in the data active means inhibition above about 12%;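 further: human Keap1 Kelch domain with fluorescein labeled Nrf2 9mer peptide probe; 0% = neutral control wells and 100% = peptide positive control; higher means more block of Keap1 binding to Nrf2 peptide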
Target sequence (Q14145 whole entry, looked up, the tested form may be a part): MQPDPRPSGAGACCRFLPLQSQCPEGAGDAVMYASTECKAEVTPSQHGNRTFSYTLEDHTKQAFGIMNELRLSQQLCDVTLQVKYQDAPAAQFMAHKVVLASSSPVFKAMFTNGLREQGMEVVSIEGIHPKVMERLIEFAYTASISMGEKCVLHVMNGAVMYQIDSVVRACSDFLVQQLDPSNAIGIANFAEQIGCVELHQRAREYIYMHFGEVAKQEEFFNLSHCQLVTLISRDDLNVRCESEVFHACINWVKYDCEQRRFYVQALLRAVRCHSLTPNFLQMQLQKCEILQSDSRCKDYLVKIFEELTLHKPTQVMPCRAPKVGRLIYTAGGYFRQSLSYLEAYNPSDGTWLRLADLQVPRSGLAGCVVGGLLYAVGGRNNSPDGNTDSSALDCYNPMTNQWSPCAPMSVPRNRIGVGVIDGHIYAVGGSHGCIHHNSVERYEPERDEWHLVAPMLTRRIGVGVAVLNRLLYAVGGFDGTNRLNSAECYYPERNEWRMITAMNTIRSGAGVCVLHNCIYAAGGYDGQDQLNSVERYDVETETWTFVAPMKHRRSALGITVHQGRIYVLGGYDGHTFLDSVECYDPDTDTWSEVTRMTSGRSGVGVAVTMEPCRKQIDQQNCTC
SR-BI DiI inh – mouse SR-BI HDL lipid transfer inhibition; ldlA[mSR-BI] CHO cells, DiI-HDL uptake fluorescence, 3 h; inhibition, % at 12.5 µM; 320,000 tested, 0.96% active;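 active means mean replicate inhibition of at least 70% and a set share of replicates each scoring 70 or more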;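 further: 0% = median of neutral control wells and 100% = median of positive control wells; values of inactives mirror those of a sister screen read the other way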
RTF Ca sens inh – cardiac RTF calcium desensitization | IANBD-labeled cardiac RTF, Ca2+ fluorescence | P19429+P45379 | AID 493244 | inhibition, % at 7.15 µM | 340,000 tested, 0.12% active;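 active means inhibition above the mean inhibition of all tested compounds plus 3 SD, cut at about 17% in these data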;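 further: assay run at fixed EC70 calcium of 1.6 mM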
PvdQ acylase – blocks Pseudomonas aeruginosa PvdQ acylase activity; purified PvdQ acylase, fluorescence plate reader; inhibition, % at 10 µM; 340,000 tested, 0.063% active; AID 488965; in the data active means inhibition above about 30%, passing the limit was not always enough;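 further: 0% = vehicle neutral wells and 100% = reference inhibitor wells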
PKA-R2B activ – activators of human PKA-R2B complex | P22694+P31323 | PKA-R2B holoenzyme dissociation, Cy5-IP20 fluorescence polarization; R2B truncated from residue 108, S112A mutant; 0% DMSO only, 100% 113 µM cGMP | activation, % at 11.4 µM | 340,000 tested, 0.079% active;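 active means activation above a cutoff set at the mean over all compounds plus 3 SD, cut at about 18% in these data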;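 further: higher means more holoenzyme dissociation and a rise in polarization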
Target sequence (P31323 whole entry, looked up, other chains not shown, the tested form may be a part): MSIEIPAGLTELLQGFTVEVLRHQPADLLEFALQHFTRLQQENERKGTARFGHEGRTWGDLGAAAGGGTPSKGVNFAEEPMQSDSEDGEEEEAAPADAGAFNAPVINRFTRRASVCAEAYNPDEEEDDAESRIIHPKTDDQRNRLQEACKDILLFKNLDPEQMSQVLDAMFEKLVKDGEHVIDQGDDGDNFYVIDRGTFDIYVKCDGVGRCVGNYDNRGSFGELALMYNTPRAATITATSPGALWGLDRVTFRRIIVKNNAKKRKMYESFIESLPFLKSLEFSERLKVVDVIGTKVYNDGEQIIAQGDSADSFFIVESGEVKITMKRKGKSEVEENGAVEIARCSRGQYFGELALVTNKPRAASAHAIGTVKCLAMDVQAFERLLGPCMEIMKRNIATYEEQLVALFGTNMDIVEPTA
* hit, by the source's call.

For COc1cc2c(cc1OC)C(c1ccccc1F)NCC2 (configuration not stated) the results were Arrestin-AP2 inh 0, NSD2 inh -1, DAGLB inh -3, C-LANA FP -1.3, SR-BI uptake up -9, Keap1 Nrf2 FP 0, SR-BI DiI inh 9, RTF Ca sens inh 2, PvdQ acylase -9 and PKA-R2B activ 7.
Screening CCn1c(SCC(=O)Nc2ccc(N3CCOCC3)cc2)nnc1C1CC1 returned Arrestin-AP2 inh -10, NSD2 inh -4, DAGLB inh -2, C-LANA FP -1.3, SR-BI uptake up 20, Keap1 Nrf2 FP -3, SR-BI DiI inh -20, RTF Ca sens inh -7, PvdQ acylase -7 and PKA-R2B activ -6.
Cc1cnc(Nc2nc3ccccc3o2)nc1C(=O)Nc1cccc(C(F)(F)F)c1 was read as Arrestin-AP2 inh -2, NSD2 inh 2, DAGLB inh 2, C-LANA FP 0.6, SR-BI uptake up -25, Keap1 Nrf2 FP 3, SR-BI DiI inh 25, RTF Ca sens inh 1, PvdQ acylase -6 and PKA-R2B activ 8.
`N#C/C(=C/c1ccc(OCc2ccc(C(=O)O)cc2)cc1)C(=O)Nc1ccccc1` gave Arrestin-AP2 inh -3, NSD2 inh 0, DAGLB inh 1, C-LANA FP 1.2, SR-BI uptake up 5, Keap1 Nrf2 FP -6, SR-BI DiI inh -5, RTF Ca sens inh -6, PvdQ acylase -10 and PKA-R2B activ 5.
`Cc1cccc(C)c1NC(=S)NNc1ncc(C(F)(F)F)cc1Cl` gave Arrestin-AP2 inh 5, NSD2 inh -5, DAGLB inh -1, C-LANA FP -0.4, SR-BI uptake up 3, Keap1 Nrf2 FP 0, SR-BI DiI inh -3, RTF Ca sens inh -19, PvdQ acylase -10 and PKA-R2B activ 3.
`O=C(COC(=O)c1ccccc1O)Nc1ncc(Cl)cc1Cl` gave Arrestin-AP2 inh -7, DAGLB inh 1, C-LANA FP 2.7, SR-BI uptake up 8, Keap1 Nrf2 FP -1, SR-BI DiI inh -8, RTF Ca sens inh 1, PvdQ acylase -6 and PKA-R2B activ -11.
O=c1[nH]c2cc3c(cc2cc1C(c1nnnn1CC1CCCO1)N1CCCCCC1)OCCO3 (configuration not stated) was read as Arrestin-AP2 inh 2, NSD2 inh 2, DAGLB inh -1, C-LANA FP 1.1, SR-BI uptake up 6, Keap1 Nrf2 FP -2, SR-BI DiI inh -6, RTF Ca sens inh -7, PvdQ acylase -5 and PKA-R2B activ 6.
`COc1ccc(Cc2nc3ccc(C(=O)N4CCCC4)cc3o2)cc1OC` gave Arrestin-AP2 inh 0, NSD2 inh 2, DAGLB inh -1, C-LANA FP 0.7, SR-BI uptake up 9, Keap1 Nrf2 FP -6, SR-BI DiI inh -9, RTF Ca sens inh 9, PvdQ acylase -2 and PKA-R2B activ 3.
For Cc1ccc(N(CC(=O)NCc2ccco2)C(=O)CCC(=O)Nc2nccs2)cc1 the results were Arrestin-AP2 inh 7, NSD2 inh 0, DAGLB inh 3, C-LANA FP -0.4, Keap1 Nrf2 FP -3, RTF Ca sens inh -3, PvdQ acylase 7 and PKA-R2B activ -20.
`CNS(=O)(=O)c1cc(NC(=O)c2cncn2-c2ccccc2)ccc1C` gave Arrestin-AP2 inh 0, NSD2 inh -5, DAGLB inh 1, RTF Ca sens inh -12, PvdQ acylase -14 and PKA-R2B activ 9.
Screening O=C(c1ccccc1F)N1CCN(c2ccc([N+](=O)[O-])c(NCC3CCCO3)c2)CC1 (configuration not stated) returned Arrestin-AP2 inh -9, NSD2 inh 6, DAGLB inh 3, C-LANA FP 0.8, SR-BI uptake up -36, Keap1 Nrf2 FP -1, SR-BI DiI inh 36, RTF Ca sens inh -13, PvdQ acylase -2 and PKA-R2B activ -13.
Screening COC(=O)c1c(-c2ccc(F)cc2)csc1NC(=O)C1CCCO1 (configuration not stated) returned Arrestin-AP2 inh 32, NSD2 inh -5, DAGLB inh -9, C-LANA FP -0.5, SR-BI uptake up -22, Keap1 Nrf2 FP -3, SR-BI DiI inh 22, RTF Ca sens inh -4, PvdQ acylase 0 and PKA-R2B activ 3.

Four records drawn at random from the list so far:
`N#C/C(=C/c1ccc(OCc2ccc(C(=O)O)cc2)cc1)C(=O)Nc1ccccc1` gave Arrestin-AP2 inh -3, NSD2 inh 0, DAGLB inh 1, C-LANA FP 1.2, SR-BI uptake up 5, Keap1 Nrf2 FP -6, SR-BI DiI inh -5, RTF Ca sens inh -6, PvdQ acylase -10 and PKA-R2B activ 5.
`Cc1cccc(C)c1NC(=S)NNc1ncc(C(F)(F)F)cc1Cl` gave Arrestin-AP2 inh 5, NSD2 inh -5, DAGLB inh -1, C-LANA FP -0.4, SR-BI uptake up 3, Keap1 Nrf2 FP 0, SR-BI DiI inh -3, RTF Ca sens inh -19, PvdQ acylase -10 and PKA-R2B activ 3.
For COc1cc2c(cc1OC)C(c1ccccc1F)NCC2 (configuration not stated) the results were Arrestin-AP2 inh 0, NSD2 inh -1, DAGLB inh -3, C-LANA FP -1.3, SR-BI uptake up -9, Keap1 Nrf2 FP 0, SR-BI DiI inh 9, RTF Ca sens inh 2, PvdQ acylase -9 and PKA-R2B activ 7.
`O=C(COC(=O)c1ccccc1O)Nc1ncc(Cl)cc1Cl` gave Arrestin-AP2 inh -7, DAGLB inh 1, C-LANA FP 2.7, SR-BI uptake up 8, Keap1 Nrf2 FP -1, SR-BI DiI inh -8, RTF Ca sens inh 1, PvdQ acylase -6 and PKA-R2B activ -11.

(cont.)
CCc1nc(SCc2ccccn2)[nH]c(=O)c1C was read as Arrestin-AP2 inh -5, NSD2 inh 1, DAGLB inh 2, C-LANA FP 0.7, SR-BI uptake up 19, Keap1 Nrf2 FP -1, SR-BI DiI inh -19, RTF Ca sens inh -4, PvdQ acylase -20 and PKA-R2B activ -4.
Cn1cccc1Cc1nnc(SCC(=O)N2CCc3ccccc32)n1-c1ccc(F)cc1 was read as Arrestin-AP2 inh 9, DAGLB inh 3, C-LANA FP -2.8, SR-BI uptake up -10, Keap1 Nrf2 FP -7, SR-BI DiI inh 10, RTF Ca sens inh -6, PvdQ acylase -7 and PKA-R2B activ 0.
COc1ccc(OCCC(=O)N2CCCCC2)cc1 was read as Arrestin-AP2 inh 14, NSD2 inh -1, DAGLB inh 1, C-LANA FP -1.4, SR-BI uptake up 28, Keap1 Nrf2 FP 1, SR-BI DiI inh -28, RTF Ca sens inh 4, PvdQ acylase -5 and PKA-R2B activ 16.
Screening FC(F)(F)c1cccc(CNC2c3ccccc3-c3ccccc32)c1 returned Arrestin-AP2 inh -1, NSD2 inh 5, DAGLB inh -9, C-LANA FP -0.9, SR-BI uptake up -4, Keap1 Nrf2 FP 0, SR-BI DiI inh 4, RTF Ca sens inh -3, PvdQ acylase -8 and PKA-R2B activ 5.
`O=C1CN(C(=O)CNCc2cccc(Cl)c2)c2ccccc2N1` gave Arrestin-AP2 inh 20, NSD2 inh -5, DAGLB inh 2, C-LANA FP -0.1, Keap1 Nrf2 FP 0, RTF Ca sens inh -14, PvdQ acylase -17 and PKA-R2B activ 3.
CC(OC(=O)CCC(=O)c1ccc(Cl)s1)C(=O)NC1(C#N)CCCCC1 (configuration not stated) was read as Arrestin-AP2 inh 27, NSD2 inh 0, DAGLB inh -2, C-LANA FP 0.2, SR-BI uptake up 13, Keap1 Nrf2 FP 1, SR-BI DiI inh -13, RTF Ca sens inh -8, PvdQ acylase 1 and PKA-R2B activ -8.
Screening COc1cc(C(O)c2nc3ccccc3n2C)cc(OC)c1OC (configuration not stated) returned Arrestin-AP2 inh 3, NSD2 inh -1, DAGLB inh -1, C-LANA FP -2.1, SR-BI uptake up 14, Keap1 Nrf2 FP -1, SR-BI DiI inh -14, RTF Ca sens inh -1, PvdQ acylase -18 and PKA-R2B activ -2.
O=C(c1ccc(F)cc1F)N1CCN(c2ccccn2)CC1 was read as Arrestin-AP2 inh 27, NSD2 inh -1, DAGLB inh -2, C-LANA FP 1.2, Keap1 Nrf2 FP 8, RTF Ca sens inh -5, PvdQ acylase 10 and PKA-R2B activ 3.
Cc1ccc(C(=O)NNC(=O)c2ccc(S(=O)(=O)N3CCCCC3)cc2)cc1 was read as Arrestin-AP2 inh 14, NSD2 inh 3, DAGLB inh -1, C-LANA FP 18, SR-BI uptake up -52, Keap1 Nrf2 FP -6, SR-BI DiI inh 52, RTF Ca sens inh -1, PvdQ acylase 13 and PKA-R2B activ -3.
`CCn1cc(CNC(=O)c2ccc(C)s2)cn1` gave Arrestin-AP2 inh 12, NSD2 inh -10, DAGLB inh -5, C-LANA FP 0.0, SR-BI uptake up 5, Keap1 Nrf2 FP -3, SR-BI DiI inh -5, RTF Ca sens inh 8, PvdQ acylase 4 and PKA-R2B activ -3.
`O=C(Nn1cnc2ccccc2c1=O)c1ccc([N+](=O)[O-])cc1` gave Arrestin-AP2 inh -4, NSD2 inh -1, DAGLB inh 0, C-LANA FP 0.6, SR-BI uptake up 19, Keap1 Nrf2 FP 1, SR-BI DiI inh -19, RTF Ca sens inh -19, PvdQ acylase -13 and PKA-R2B activ 5.
For Cc1cccc(CN2CCC(Oc3ccc(C(=O)N4CCCC4)cc3)CC2)n1 the results were Arrestin-AP2 inh 8, NSD2 inh -2, DAGLB inh 0, C-LANA FP 2.6, SR-BI uptake up 21, Keap1 Nrf2 FP 0, SR-BI DiI inh -21, RTF Ca sens inh -7, PvdQ acylase -2 and PKA-R2B activ -3.
For CCCN(CC(=O)Nc1ccccc1OC)C(=O)CCC(=O)c1ccc(Cl)s1 the results were Arrestin-AP2 inh -5, NSD2 inh -2, DAGLB inh -1, C-LANA FP 0.2, SR-BI uptake up -32, Keap1 Nrf2 FP -4, SR-BI DiI inh 32, RTF Ca sens inh -5, PvdQ acylase -9 and PKA-R2B activ -10.
CC(=O)Nc1ccc(NC(=O)c2c(-c3ccccc3Cl)noc2C)cc1 was read as Arrestin-AP2 inh -5, NSD2 inh -4, DAGLB inh 0, C-LANA FP 1.6, Keap1 Nrf2 FP 2, RTF Ca sens inh -14, PvdQ acylase -3 and PKA-R2B activ -1.
Screening C[C@@H]1CN([C@@H](C)CO)C(=O)c2cc(NS(=O)(=O)c3cccs3)ccc2O[C@H]1CN(C)Cc1ccc(C(F)(F)F)cc1 returned Arrestin-AP2 inh 2, DAGLB inh 2, C-LANA FP 0.2, SR-BI uptake up -18, Keap1 Nrf2 FP -2, SR-BI DiI inh 18, RTF Ca sens inh 9, PvdQ acylase -9 and PKA-R2B activ -15.
For On1c(-c2ccccc2)nc2ccc(Cl)cc21 the results were Arrestin-AP2 inh 10, NSD2 inh -4, DAGLB inh 3, C-LANA FP 1.8, Keap1 Nrf2 FP 6, RTF Ca sens inh -2, PvdQ acylase -45 and PKA-R2B activ 1.

High-throughput results: PubChem, several laboratories
